Screens deposited in PubChem BioAssay by National Center for Advancing Translational Sciences (NCATS).
BRCT inh red: inhibitors of human BRCA1 BRCT-phosphoprotein interaction (red fluorophore). BRCT-phosphopeptide binding, red fluorescence polarization. P38398. actives 0.03% (n = 75,000). AID 892. Potency, µM (doses to about 76.9 µM), for inactives: at the highest dose activity change, negative = inhibition, actives largely listed as inhibitors; note: % is set by controls: 0 for no effect and ±100 for the full control effect
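Rhodamine-labelled pBACH1 10-mer (100 nM) bound to BRCT domain (100 nM) at pH 7.3; compounds incubated 12 min room temperature, polarization read. Free peptide defines full inhibition; unlabelled decapeptide titrated as control.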
ERK AVP block: vasopressin-driven ERK pathway inhibition | HEK293-V1b, vasopressin-stimulated pERK AlphaScreen | Potency, µM (series often up to 57.5 µM), without a hit: at the highest dose activity, negative = inhibition, hits mostly inhibitors | actives 0.99% (n = 72,000) | AID 995; note: potency is the fitted concentration of half-maximal effect; % is set by controls: 0 for no effect and ±100 for the full control effect; nearly all actives have a fitted effect of over 55% in size
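HEK293 cells stably expressing V1b receptor, preincubated 30 min at 37 °C with compound, then stimulated 5 min with 25 nM vasopressin. Phospho-ERK by AlphaScreen SureFire after 5 h RT; normalized to DMSO and vasopressin; AC50 by Hill fit.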
CRE-bla Fsk: modulators of forskolin-stimulated CRE signaling in CHO cells; CHO CRE-bla reporter (cAMP response element driving beta-lactamase), forskolin EC10, beta-lactamase ratio; Potency, µM (series often up to 38.2 µM), without a hit: at the highest dose activity change, negative = inhibition, hits mostly activators; actives 2.5% (n = 71,000); AID 662; active = well fitted activation curve with a large enough effect in the signal ratio, with a control signal flat, not every such curve was filed as active; inconclusive = small, poorly fitted or top-dose-only effect, or effect the other way, or a change in a side signal; the % refers to the signal ratio; note: potency is the fitted concentration of half-maximal effect; % of control where 0% means no effect
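Modulation of forskolin signalling: compounds in titration series added with EC10 NKH 477 to CHO cells carrying a CRE-driven beta-lactamase reporter, 3 h, 37C. CCF4 FRET ratio (460/530 nm, ex 405 nm) gives %activity and AC50.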
Casp1 inh: allosteric or competitive inhibitors of human caspase-1; Caspase-1 enzyme, Ac-WEHD-AFC fluorogenic rate; P29466; Potency, µM (highest dose often 57.5 µM), for inactives: top-dose activity change, negative = inhibition, hits mostly inhibitors; AID 900; actives 0.03% (n = 75,000);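 note: potency is the fitted concentration of half-maximal effect; plate controls were vehicle for no effect and no substrate for full effect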
Target sequence (P29466 120-297 limits assumed): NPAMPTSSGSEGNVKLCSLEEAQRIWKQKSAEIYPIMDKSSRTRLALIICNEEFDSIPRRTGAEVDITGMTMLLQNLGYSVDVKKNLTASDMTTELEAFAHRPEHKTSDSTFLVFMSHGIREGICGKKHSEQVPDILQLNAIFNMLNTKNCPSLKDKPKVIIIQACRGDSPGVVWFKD
Target sequence (P29466 317-404 limits assumed): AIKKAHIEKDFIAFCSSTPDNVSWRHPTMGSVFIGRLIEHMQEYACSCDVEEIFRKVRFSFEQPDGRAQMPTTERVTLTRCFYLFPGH
Tau fil binding: tau filament binding; recombinant tau filaments, thioflavin S fluorescence, 15 h; filaments grown with octadecylsulfate alongside compound; Potency, µM (doses to about 57.1 µM), for the others: top-dose activity change, negative = inhibition; P10636; actives 2% (n = 71,000);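 note: potency is the fitted concentration of half-maximal effect; % is set by controls: 0 for no effect and ±100 for the full control effect; actives lower thioflavin S fluorescence by blocking filaments or displacing dye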
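Recombinant tau protein (human, 1 uM final) plus 30 uM ODS in HEPES pH 7.4 with NaCl, DTT and thioflavine S. Compound present from the start; fluorescence at 510 nm after 15 h, 37 C.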
A350 autofl: A350 region autofluorescence. Compound autofluorescence, 340/450 nm, Alexa 350 dye-equivalents; hits give high values. max dye-equivalent concentration, M. actives 11% (n = 59,000). AID 590; in the data active = max dye-equivalent concentration above about 10 nM; inconclusive = mostly about 1.1 nM to 9.6 nM
Caspase-7 inhib: caspase-7 (human) inhibition, allosteric or competitive; actives 0.02% (n = 75,000); AID 889; recombinant caspase-7, Ac-DEVD-AFC fluorescence rate; P55210; Potency, µM (doses to about 57.5 µM), for inactives: at the top dose activity change, negative = inhibition, usual class: inhibitors; active = well fitted inhibition curve with a large enough effect in the main read-out, with a control signal flat, not every such curve was filed as active; inconclusive = small, poorly fitted or top-dose-only effect, or a change in a side signal; note: potency is the fitted concentration of half-maximal effect; % of control where 0% means no effect
Target sequence (P55210 24-198 limits assumed): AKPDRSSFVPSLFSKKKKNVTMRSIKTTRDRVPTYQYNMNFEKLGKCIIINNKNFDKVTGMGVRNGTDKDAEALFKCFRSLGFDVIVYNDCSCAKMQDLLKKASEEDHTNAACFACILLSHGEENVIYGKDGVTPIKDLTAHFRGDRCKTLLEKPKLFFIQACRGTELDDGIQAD
Target sequence (P55210 207-303 limits assumed): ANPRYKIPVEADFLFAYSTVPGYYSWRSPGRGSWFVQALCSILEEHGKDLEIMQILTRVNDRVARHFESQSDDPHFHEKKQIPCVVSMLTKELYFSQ
USP2a inhib: blocks human ubiquitin-specific protease USP2a; O75604; USP2a enzymatic assay, qHTS inhibition; Potency, µM (top dose mostly 38.3 µM), inactives show at the highest dose activity change, negative = inhibition, hits mostly inhibitors; actives 0.1% (n = 60,000); AID 927;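 note: potency is the fitted concentration of half-maximal effect; nearly all actives have a fitted effect of over 60% in size; plate controls were DMSO for no effect and NEM full inhibition control for full effect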
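USP2 core (20 nM final) was preincubated with compound for 30 min at RT in 20 mM Tris-HCl pH 8.0, 2 mM CaCl2, 2 mM beta-mercaptoethanol; Ub-PLA2 (20 nM) plus NBD C6-HPC (20 uM) then added, fluorescence read after 2.5 h.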
FLuc inh: blocks Photinus pyralis firefly luciferase activity; AID 411; P08659; purified firefly luciferase, luminescence, 8 min; actives 2.2% (n = 72,000); Potency, µM (doses to about 57.1 µM), for the others: top-dose activity change, negative = inhibition, actives largely listed as inhibitors; note: potency is the fitted concentration of half-maximal effect; % is set by controls: 0 for no effect and ±100 for the full control effect; nearly all actives have a fitted effect of over 40% in size
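Firefly luciferase (PKLight detection mix) with 10 uM ATP in pH 7.2 imidazole buffer (KCl, MgCl2, Tween 20, BSA). Compounds tested across a concentration series (qHTS). Luminescence read after 8 min at ambient temperature.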
BRCT PPI green: BRCA1 BRCT-phosphoprotein interaction inhibition. actives 0.05% (n = 75,000). BRCA1 BRCT-phosphopeptide binding, green fluorescence polarization. P38398. Potency, µM (series often up to 76.9 µM), inactives show top-dose activity change, negative = inhibition, most hits filed as inhibitors;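 note: potency is the fitted concentration of half-maximal effect; plate controls were peptide without protein for full effect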
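Compounds were incubated for 12 min at room temperature with a complex of 100 nM fluorescein-tagged pBACH1 decapeptide and 250 nM His-tagged BRCT protein. Buffer was phosphate pH 7.3 with EDTA, DTT and Tween 20. Disruption of binding lowers the polarization signal.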
HEK293 cAMP ctrl: parental HEK293 cAMP activation (counter-screen); actives 2.5% (n = 73,000); Potency, µM (doses to about 57.1 µM), for the others: at the top dose activation, hits mostly activators; parental HEK293 CNG cAMP sensor, membrane potential fluorescence; note: potency is the fitted concentration of half-maximal effect; % of control where 0% means no effect; nearly all actives have a fitted effect of over 55% in size
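Counterscreen for endogenous-receptor signalling: CNG-channel HEK 293 cells report cAMP rise by membrane depolarization. After 60 min dye equilibration with 100 uM RO 20-1724, compounds incubated 30 min before bottom-read fluorescence at 590 nm.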
An asterisk follows results filed as active; i = inactive; ? = inconclusive; . = not tested or not shown; [ ] = another dose, or the depositor's remark. Unless noted, calls come from the whole dose curve; as a rule, active = well fitted curve in the direction sought with a large enough effect; inconclusive = small, poorly fitted or top-dose-only effect, or another doubt; inactive = no such curve, though single readings can be large; an effect the other way counts as inactive or inconclusive.

SMILES | BRCT inh red | ERK AVP block | CRE-bla Fsk | Casp1 inh | Tau fil binding | A350 autofl | Caspase-7 inhib | USP2a inhib | FLuc inh | BRCT PPI green | HEK293 cAMP ctrl
CCOC(=O)Cn1c(C(=O)OCC)cc2sccc21 | 0.2% | 8% | 0% | 0% | 3% | i | -3% | -2% | 0% | -3.6% | ?
Cc1nn(-c2ccccc2C(=O)O)c(=O)c2ccccc12 | 0.3% | -14% | ? | -1% | -11% | i | 1% | -3% | 1% | -0.3% | -3%
Cc1cc(NC(=O)COC(=O)c2ccc(S(=O)(=O)N3CCCc4ccccc43)cc2)no1 | -3.8% | -27% | -5% | -1% | -2% | i | -1% | 20% | 4% | -3.0% | 17%
COc1cccc2cc(-c3nnc(SCC(=O)Nc4nc(C)cs4)n3C)oc12 | -0.6% | ? | -6% | -3% | 243% | i | 0% | 15% | -3% | -0.9% | ?
COC(=O)c1sc(S(=O)(=O)N2CCN(c3ccccc3)CC2)c(C(=O)OC)c1C | -0.7% | 19% | 7% | -2% | -22% | i | 0% | 7% | 2% | 0.6% | 11%
O=C(O)C(c1ccccc1)N1CCCC1 (stereo unspecified) | 1.0% | -5% | -5% | 1% | -3% | i | 2% | -3% | 3% | 0.5% | -2%
CC1CCN(CCNC(=O)CCS(=O)(=O)c2ccc(Br)cc2)CC1 | 0.7% | 18% | ? | -1% | 7% | ? | 0% | 1% | 1% | -0.8% | 3%[2.29 µM]
CCOC(=O)c1ccc(NS(=O)(=O)c2ccc3[nH]c(=O)[nH]c3c2)cc1 | -0.3% | ? | ? | 0% | ? | i | -1% | 20% | 1% | 1.4% | 29%
Cc1ccc(-c2nc(CSCC(=O)N3CCN(c4ccccn4)CC3)c(C)o2)cc1 | 0.4% | 9% | -11% | 1% | 41% | . | -1% | . | 0% | -0.7% | ?
CC(CCC(=O)O)C1CCC2C3C(=O)CC4CC(=O)CC[C@@]4(C)C3CC(=O)[C@]12C (stereo partly specified) | 0.3% | -1% | . | 0% | . | . | -1% | -9% | . | 0.9%[3.08 µM] | .
CC1CCN(S(=O)(=O)c2ccc3ncn(CC(=O)N(C)Cc4ccccc4)c(=O)c3c2)CC1 | 0.1% | -5% | -25% | 1% | 84% | i | -3% | 55%[activator] | 2% | 0.4% | 0%
O=C(CNC(=O)c1ccccc1)NCCc1nc2ccccc2[nH]1 | 1.6% | 4% | 5% | -1% | 0% | i | 0% | 2% | -1% | -1.3% | ?
Cc1cccc(N=C2NC(=O)CS2)c1 | -0.5% | -14% | -6% | 0% | 3% | i | -1% | -2% | 0% | -0.7% | 1%
CCOC(=O)c1c(CN(CC)CC)oc2cc(Br)c(O)cc12 | 1.3% | ? | 3.2µM* | 1% | -5% | . | -2% | . | -1% | 2.2% | 24%
Nc1nc2nonc2nc1N1CCCCC1 | -0.3% | 8% | -7% | -15% | 8% | 4.6e-07M* | -14% | -5% | 5% | -2.4% | 12%
COc1ccc(S(=O)(=O)NCC2CCC(C(=O)NCc3ccco3)CC2)cc1 (stereo unspecified) | -1.1% | 24% | -2% | 4% | -9% | i | 2% | 4% | 1% | -2.6% | 8%
CCOC(=O)C(C(=O)Nc1nccs1)C1CCCCC1 (stereo unspecified) | -1.6% | -23% | -1% | -1% | -8% | . | 0% | 1% | 1% | -0.1% | 25%
CCCC(=O)N(C)c1nnc(-c2ccc(OC)cc2)s1 | -1.2% | -13% | 12% | 0% | 28% | i | 2% | -4% | 16µM* | -3.6% | 28%
O=C(O)c1ccccc1C(c1ccc(O)cc1)c1ccc(O)cc1 | 1.1% | -1% | -18% | -1% | 10% | . | 1% | . | . | -1.5% | 3%
CCOC(=O)N1CCN(C(=O)CCNS(=O)(=O)c2cc(Br)cnc2N)CC1 | 1.7% | 17% | -10% | 3% | -7% | 1.8e-08M* | 1% | 3% | 2% | -0.3% | 0%
N#CNC1=NCN(Cc2ccccc2)CN1 | -1.6% | ? | -1% | -4% | -14% | i | 1% | -7% | 0% | -6.3% | 10%
CCOC(=O)Cc1csc(NC(=O)CCNS(=O)(=O)c2ccc3c(c2)CCC(=O)N3)n1 | 1.2% | 3% | 9% | -1% | 8% | i | -1% | 8% | -1% | 0.1% | -1%
CCCCOC(=O)c1[nH]c2c(c1C)C(=O)CC(c1cc(OC)c(OC)c(OC)c1)C2 (stereo unspecified) | -0.1% | 25µM* | 8% | -1% | 192% | . | -5% | . | 2% | 0.6% | ?
CC(OC(=O)C1CCN(S(=O)(=O)c2ccccc2)CC1)C(=O)Nc1ncc(Cl)cc1Cl (stereo unspecified) | -1.6% | 10% | ? | -1% | 14% | ? | 0% | 17% | 2% | 0.9% | 20%
COc1ccc2cc(CCNC(=O)CC(C)(C)C)c(=O)[nH]c2c1 | -3.0% | 43% | ? | -1% | 2% | ? | -2% | -1% | 2% | -0.8% | -2%
The list goes on:
SMILES | BRCT inh red | ERK AVP block | CRE-bla Fsk | Casp1 inh | Tau fil binding | A350 autofl | Caspase-7 inhib | USP2a inhib | FLuc inh | BRCT PPI green | HEK293 cAMP ctrl
CCCCCc1c(C)nc(SCC(=O)O)[nH]c1=O | -1.2% | -13% | 6% | 0% | -7% | i | -1% | -7% | 4% | -4.8% | 4%
Cc1nc2ccccn2c1/C(O)=C1\C(=O)C(=O)N(CCN2CCOCC2)C1c1ccncc1 (stereo unspecified) | -0.8% | -6% | 4% | 0% | 34% | ? | -2% | -3% | -6% | -1.1% | 2%
CC1(C)CC(=O)C=C(Nc2ccccc2F)C1 | 1.6% | -4% | 3% | -1% | -9% | . | -2% | 4% | 0% | -3.2% | 14%
CC1(C)CC(CC(=O)O)(c2ccccc2)CCO1 (stereo unspecified) | 1.0% | 0% | -2% | 0% | 0% | . | 2% | 3% | 1% | 0.8% | ?
COc1cccc(NC(=O)Cn2c(=O)oc3ccccc32)c1 | -0.6% | -19% | -8% | 0% | -6% | i | 1% | -4% | 2% | 1.1% | 7%
O=C(CCCCCNS(=O)(=O)c1ccc(Br)cc1)NCCN1CCOCC1 | -1.0% | 1% | ? | -2% | 0% | ? | 0% | 3% | 1% | 0.6% | 8%
CCC(=O)N/C(N)=N/c1nc(C)c2cc(OC)ccc2n1 | 0.5% | -14% | 8% | -1% | -4% | . | -2% | -1% | -29% | 0.9% | 1%
COc1ccc(CC(NC(C)=O)C(=O)NC2CCN(c3nc(C)cc(C)c3C#N)CC2)c(OC)c1 (stereo unspecified) | -1.8% | -31% | -10% | -5% | 14% | 4.8e-08M* | -3% | 25% | -6% | 2.8% | 7%
COc1ccccc1CNC(=O)C(CCSC)NS(=O)(=O)c1ccc2c(c1)oc(=O)n2C (stereo unspecified) | -1.3% | 16% | ? | 0% | -11% | i | -2% | -8% | -1% | -8.2% | 9%
COCCn1nnnc1C(c1ccc(OC)cc1OC)N1CCN(c2ccccc2)CC1 (stereo unspecified) | 1.3% | 6% | -5% | -1% | -10% | i | -1% | . | 4% | -0.7% | 18%
CCc1ccc2[nH]c(=O)c(C(c3nnnn3CCOC)N3CCN(c4ccccc4F)CC3)cc2c1 (stereo unspecified) | -1.2% | -12% | -20% | -5% | -8% | 1.2e-08M* | -4% | 27% | -2% | -0.5% | 22%
O=C(CCC(=O)Nc1nnc(C2CCCCC2)s1)NCc1cccs1 | -0.7% | -2% | 2% | -1% | -6% | ? | -2% | 1% | -1% | 0.1% | 5%
O=C(CN(Cc1ccc2c(c1)OCO2)C(=O)c1cnsn1)NC1CCCC1 | 0.6% | 6% | -2% | 1% | -8% | i | 0% | -5% | 0% | 0.0% | 27%
CCOc1ccc(NC(=O)c2nnn(CC(=O)Nc3ccccc3OC)c2N)cc1 | 0.0% | -9% | ? | 0% | 7% | i | 0% | 5% | 5µM* | -4.2% | -3%
O=C1CCCC(O)=C1C=NCCc1ccccc1 | -0.1% | 1% | -3% | -2% | -4% | . | 1% | -6% | 2% | 0.8% | 24%
C=C(C)Cn1c(CCNC(=O)C(C)C)nc2ccccc21 | -1.4% | -7% | 4% | 0% | -2% | i | 0% | 4% | 2% | -0.8% | -2%
CN(CCNC(=O)C1CCN(S(=O)(=O)c2cnc[nH]2)CC1)Cc1ccccc1 | -0.5% | 23% | -3% | 0% | 2% | i | -1% | -5% | -3% | -1.6% | 0%
